# CendR NRP1 mod: NRP-1/CendR interaction modulation | O14786 | FAM-RPARPAR peptide binding to NRP-1, fluorescence polarization | inhibition, % at 25 µM | 360,000 compounds, 0.85% hits | AID 602438;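 active = inhibition or corrected inhibition above about 18%, plus a signal ratio from 0.5 to 1.5, limit read from the data, passing the limit was not always enough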; note: strong numbers were not always called active
# eLon inh: inhibitors of E. coli Lon protease; P0A9M0; purified E. coli Lon protease, fluorescence polarization; inhibition, % at 7.94 µM; 360,000 compounds, 0.42% hits; AID 602123; in the data active = inhibition above about 13%, passing the limit was not always enough;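 note: 0% = enzyme with probe and DMSO and 100% = no enzyme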
# Target sequence (P0A9M0 whole entry, looked up): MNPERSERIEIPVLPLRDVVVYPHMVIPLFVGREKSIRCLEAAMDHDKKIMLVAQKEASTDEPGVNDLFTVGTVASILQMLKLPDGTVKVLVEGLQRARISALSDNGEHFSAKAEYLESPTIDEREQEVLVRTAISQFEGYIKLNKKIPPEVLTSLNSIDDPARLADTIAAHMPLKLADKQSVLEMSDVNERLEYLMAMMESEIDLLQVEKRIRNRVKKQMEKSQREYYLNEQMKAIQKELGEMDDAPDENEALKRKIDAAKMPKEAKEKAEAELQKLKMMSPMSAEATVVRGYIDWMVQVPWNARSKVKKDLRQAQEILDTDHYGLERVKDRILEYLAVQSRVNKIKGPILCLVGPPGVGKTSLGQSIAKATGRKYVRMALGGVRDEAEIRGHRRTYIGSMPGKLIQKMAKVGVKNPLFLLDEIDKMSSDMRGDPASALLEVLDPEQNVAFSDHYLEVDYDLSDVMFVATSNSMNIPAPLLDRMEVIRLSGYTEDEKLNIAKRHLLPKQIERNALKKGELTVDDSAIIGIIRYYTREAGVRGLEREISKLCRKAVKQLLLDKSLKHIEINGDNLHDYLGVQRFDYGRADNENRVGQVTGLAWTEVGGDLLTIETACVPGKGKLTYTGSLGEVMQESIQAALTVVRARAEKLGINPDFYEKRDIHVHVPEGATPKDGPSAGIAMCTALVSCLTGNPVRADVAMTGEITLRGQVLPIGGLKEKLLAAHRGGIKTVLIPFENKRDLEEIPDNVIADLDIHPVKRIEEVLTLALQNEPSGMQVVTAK
# SUMO1 PPI mod: alters human SUMO1 binding to SIM partners. P63165. SUMO1 binding to a labelled peptide, TR-FRET, 1 h. inhibition, % at 20 µM. 360,000 compounds, 0.33% hits; in the data active = inhibition above about 37%
# Scp-1 inhibitor: Scp-1 (human) phosphatase inhibition; Q9GZU7; Recombinant Scp1, phosphopeptide, malachite green phosphate absorbance; inhibition, % at 20 µM; 340,000 compounds, 0.88% hits; AID 493091;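 active = inhibition above about 50% at 20 µM, limit read from the data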;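 note: plate controls were DMSO wells with enzyme for no effect and wells lacking enzyme for full effect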
# Target sequence (Q9GZU7 76-261 limits assumed): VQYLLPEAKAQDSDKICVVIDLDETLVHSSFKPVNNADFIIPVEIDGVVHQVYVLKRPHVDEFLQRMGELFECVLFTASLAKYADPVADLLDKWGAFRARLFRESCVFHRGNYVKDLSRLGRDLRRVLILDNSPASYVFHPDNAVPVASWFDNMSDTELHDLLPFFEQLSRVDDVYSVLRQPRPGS
#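 Test system: SCP-1 phosphatase catalytic domain, residues 76-261; measured by: colorimetric phosphate reagent with accelerator and stabiliser, absorbance at 630 nm; timing: enzyme reaction 45 min at room temperature, colour 5 min, stabilisation 30 min; also added: Phosphorylated 17-residue peptide substrate; compound dosing: one concentration, 20 µM, with 1.0% DMSO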
# TbMetRS inhib: blocks T. brucei methionyl-tRNA synthetase activity; inhibition, % at 11.9 µM; AID 624268; 360,000 compounds, 0.4% hits; purified T. brucei MetRS, ATP depletion, Kinase-Glo luminescence;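 active = inhibition above a per-plate cutoff of the control wells' mean inhibition plus 3 SD, cut at about 5.5% in these data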;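 note: 0% = DMSO wells median and 100% = median of wells with control inhibitor compound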
#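 Dosing: 11.9 µM compound single dose, 0.9% DMSO; Assay system: purified T. brucei MetRS enzyme; Measured by: Kinase-Glo luciferase luminescence reporting remaining unconsumed ATP; Schedule: 15 min plus 2 h at 25 °C.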
# bovine MsrA act: bovine methionine sulfoxide reductase A activation; purified bovine MsrA, absorbance read-out; activation, % at 10.6 µM; 360,000 compounds, 0.3% hits; AID 602163; in the data active = activation above about 7.5%;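 note: 0% = vehicle and 100% = reference activator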
# MsrA inh: inhibits bovine methionine sulfoxide reductase A | purified bovine MsrA, absorbance read-out | inhibition, % at 15.5 µM | 360,000 compounds, 0.75% hits | AID 651718; in the data active = inhibition above about 4.5%;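 note: 0% = vehicle wells with enzyme and 100% = reference inhibitor wells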
# STEP block: STEP (human) phosphatase inhibition; 360,000 compounds, 0.25% hits; recombinant STEP, OMFP fluorogenic substrate, fluorescence; AID 588621; inhibition, % at 20 µM;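 active = inhibition at 20 µM, scaled per plate between control wells, above about 37%, limit read from the data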;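 note: 0% = DMSO with enzyme and substrate and 100% = substrate only without enzyme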
#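 System: STEP (striatal-enriched tyrosine phosphatase) enzyme, cell-free; medium: Bis-Tris pH 6.0 buffer with DTT, detergent; dosing: 20 µM, 1% DMSO; times: reaction 20 min, ambient temperature; detection: fluorescence, 480/540 nm; read-out basis: normalized % inhibition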
# LMPTP inh: LMPTP (human) inhibition. P24666. recombinant LMPTP-A, OMFP fluorogenic substrate, fluorescence intensity. inhibition, % at 20 µM. 360,000 compounds, 0.22% hits;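 active = compounds that cut the enzyme signal by at least half of the control window in the single-dose screen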;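 note: plate controls were DMSO wells with enzyme plus substrate for no effect and substrate without enzyme for full effect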
#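 Test system – LMPTP-A enzyme · Amount – LMPTP-A at 0.625 nM final in the reaction · Buffer or medium – Bis-Tris pH 6.0, DTT, detergent · Reagent – OMFP 400 µM · Doses – single 20 µM dose · Schedule – reaction 50 min, room temperature, dark · Detection – fluorescence intensity of OMFP turnover product · Evaluation – percent inhibition versus substrate-only and uninhibited controls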
# DNMT1 inh: DNMT1 (human) enzyme inhibition; DNMT1 molecular beacon, Hinp1I cleavage, fluorescence; P26358; 360,000 compounds, 0.83% hits; inhibition (reported as % activation of signal), % at 10 µM; in the data active = inhibition above about 50%
# * = called active by the depositor; x = not tested or not shown.
SMILES,CendR NRP1 mod,eLon inh,SUMO1 PPI mod,Scp-1 inhibitor,TbMetRS inhib,bovine MsrA act,MsrA inh,STEP block,LMPTP inh,DNMT1 inh
Cc1cc(-c2ccccc2)n2ncc(-c3ccccc3)c2n1,-20,0,-9,-13,-0.3,-4,1.0,-2,3.2,2
CC(=O)c1sc2c(c1N)c(=O)[nH]c(=O)n2-c1ccccc1,0,10,-10,-3,-0.6,-2,2.0,0,-1.0,5
Cc1cc(Cl)ccc1NC(=S)NCc1ccc(Cl)cc1,6,5,0,-9,0.5,-1,0.2,1,1.2,1
O=C(CC(c1ccccc1)c1ccccc1)Nc1ccc(C(=O)O)cc1,5,-3,0,-16,-0.4,2,1.4,0,-1.6,2
Cc1nnc(NC(=O)c2ccc(F)c(S(=O)(=O)N3CCCCC3)c2)s1,-1,-5,2,2,-0.1,-2,1.1,1,1.9,-1
C/C(=N\Nc1cc(Cl)nc(C)n1)c1ccc(Cl)c(Cl)c1,3,4,1,-6,0.6,-1,-1.1,-2,3.8,-10
COC(=O)CCC(=O)NNC(=O)CCC(=O)Nc1cccc(Cl)c1C,2,1,0,-8,-1.1,-4,0.6,2,-0.9,2
O=S(=O)(NCc1cccnc1)c1ccc(Cl)nc1,7,-3,0,0,-1.1,-10,0.7,-1,-1.4,4
COc1cc(Nc2ncnc(N)n2)cc(OC)c1OC,-4,16,2,-3,-0.5,-4,1.1,-1,-2.1,1
CCN(CC(=O)Nc1ccc(NC(C)=O)cc1)C(=O)c1ccc(COc2ccc(C(C)(C)C)cc2)cc1,1,-3,-4,-10,-0.2,-2,-0.7,0,4.6,-12
O=C(NC1CCCCC1)c1cc(-n2cnnc2)ccc1Cl,14,-4,-3,-8,0.3,-4,0.4,-1,0.5,0
Cc1cc(C)nc(SCC(=O)Nc2ccc(S(=O)(=O)NC(C)(C)C)cc2)n1,-5,-3,0,2,-0.8,-10,-1.4,0,-0.5,-3
COc1ccccc1C1SCCN1S(=O)(=O)c1cccc(C(F)(F)F)c1 (stereo not drawn),-6,6,-3,-19,-1.6,-11,-1.2,0,2.1,12
C#CCn1c2ccccc2c(=O)n1C(C)CBr (stereo not drawn),12,9,0,x,-0.2,-3,0.1,x,-1.0,x
O=C(Cc1ccc(NS(=O)(=O)c2ccc(Cl)c(Cl)c2)cc1)NCCN1CCOCC1,6,-4,-1,-2,-0.1,3,-0.9,-1,-0.9,-4
CCC1Oc2ccc(C)cc2N(CC(=O)NCCCN2CCN(Cc3ccccc3)CC2)C1=O (stereo not drawn),3,-11,2,2,-1.3,-10,0.0,-2,-3.3,8
CC12CCC(C(=O)N(NC(=O)c3ccccc3Cl)C1=O)C2(C)C (stereo not drawn),17,-3,-2,-4,-0.2,-2,0.5,1,-0.9,1
O=C(NN=C1CCCC1)c1cc(O)cc(O)c1,11,-17,38,52*,-0.3,-6,0.0,12,7.2,8
Cc1c(C)n(C)c2ccc(C(=O)N3CCN(c4ccccn4)CC3)cc12,-13,-2,-4,-1,-0.3,-6,-1.2,1,2.8,-5
CC12CCC(=O)N1C(C(=O)Nc1ccc(F)cc1)CS2 (stereo not drawn),8,-10,2,4,-0.2,-3,0.6,1,-0.5,2
CC(C)[N+]1=C2C=CC=CC=C2SC12C([N+](=O)[O-])=CC(=[N+]([O-])[O-])C=C2[N+](=O)[O-] (stereo not drawn),9,19,-24,-8,-0.8,-8,-0.1,5,1.6,34
CCOC(=O)c1sc2ccccc2c1NC(=O)c1coc2ccccc2c1=O,-17,-2,-4,-10,-0.6,-4,-0.5,0,3.6,4
COC(=O)c1c(C(=O)OC)c2n(c1C)Cc1ccccc1C2,-8,123*,-1,-4,-0.4,-2,0.2,-2,0.9,17
CCC1=C(OC(=O)N(CC)CC)N2C(=O)OC(=NCc3ccccc3)[C@]2(C)[C@H]2C1=CC[C@H]1C(=O)N(CC(=O)OC)C(=O)[C@H]12,6,-7,-4,6,-0.4,-6,-0.6,2,-1.0,-2
CCN1CSC(=S)N(Cc2ccc(OC)cc2)C1,-3,-1,-2,-13,-0.7,-5,-0.7,0,-0.4,1
C/C(=N/NC(=O)CNC(=O)c1ccncc1)c1ccco1,-4,4,0,2,-0.2,-2,-0.8,2,-1.4,7
COc1ccc(CN2C(=O)C(C)Nc3ncnc(N4CCc5ccccc5C4)c32)cc1 (stereo not drawn),-17,-28,1,x,0.2,-5,-1.2,-2,1.1,-20
CCN1CCN(C(=S)Nc2ccc(Cl)cc2Cl)CC1,1,-1,4,-3,0.8,-4,-0.5,-2,-0.8,1
O=C(CSc1nnc(-c2ccco2)n1-c1ccccc1Cl)Nc1cccc(C(=O)O)c1,-17,-2,9,-1,0.0,-3,0.5,-3,-1.3,3
C[C@H](CO)N1C[C@H](C)[C@@H](CN(C)C(=O)Nc2ccc(F)cc2)OCc2cnnn2CCCC1=O,-7,7,-1,x,-2.2,-7,0.4,-3,-1.8,3
O=C(CCNC(=O)c1ccc(Br)o1)NCc1ccc(Cl)cc1,7,4,-1,-5,2.6,-3,-0.8,-5,-1.2,4
CCOc1ccccc1NC(=O)c1nc(S(=O)(=O)Cc2cccc(C)c2)ncc1Cl,-5,-7,-4,0,-0.2,-7,-0.6,1,1.8,2
O=C(COc1ccccc1)Nc1nc2c(s1)CCCC2,11,0,11,-5,-0.3,-1,0.8,2,-4.8,1
NC(=O)NC1(C(=O)O)CCCC1,2,2,1,-1,-0.4,0,-0.3,0,-2.8,0
O=C(NNC(=O)C1[C@H]2CCCC[C@@H]12)c1ccc(=O)oc1 (stereo partly drawn),-33,-10,1,1,-1.0,-5,0.6,8,-0.8,1
CCN(CC)CCn1c(NCc2cccc(OC)c2)nc2ccccc21,-7,-6,-2,-5,0.0,-2,-0.8,-3,-0.1,7
COc1ccc(NS(=O)(=O)c2ccc(N3CCOCC3)c(NC(=O)c3ccc(OC)cc3)c2)cc1,8,-6,0,-11,-0.3,1,-0.7,-2,1.4,-1
CO[C@H]1/C=C/O[C@@]2(C)Oc3c(C)c(O)c4c(O)c(c5c(c4c3C2=O)NC2(CCN(CC(C)C)CC2)N=5)=NC(=O)/C(C)=C\C=C\[C@H](C)[C@H](O)[C@@H](C)[C@@H](O)[C@@H](C)[C@H](OC(C)=O)[C@@H]1C,-32,2,-28,-6,-1.3,-13,1.8,2,1.3,-11
O=C(COc1ccc(Br)cc1)N1CCC(c2ccccc2)C1 (stereo not drawn),7,-3,3,-8,-1.7,-11,0.8,-7,0.4,-3
O=C(Nc1cccc(S(=O)(=O)N2CCOCC2)c1)C1COc2ccccc2O1 (stereo not drawn),-15,-5,4,19,-0.3,-3,2.6,0,1.7,8

# Whole records as entered above:
# O=C(CSc1nnc(-c2ccco2)n1-c1ccccc1Cl)Nc1cccc(C(=O)O)c1 is entered as CendR NRP1 mod = -17; eLon inh = -2; SUMO1 PPI mod = 9; Scp-1 inhibitor = -1; TbMetRS inhib = 0.0; bovine MsrA act = -3; MsrA inh = 0.5; STEP block = -3; LMPTP inh = -1.3; DNMT1 inh = 3
# CCN(CC)CCn1c(NCc2cccc(OC)c2)nc2ccccc21 is entered as CendR NRP1 mod = -7; eLon inh = -6; SUMO1 PPI mod = -2; Scp-1 inhibitor = -5; TbMetRS inhib = 0.0; bovine MsrA act = -2; MsrA inh = -0.8; STEP block = -3; LMPTP inh = -0.1; DNMT1 inh = 7
# NC(=O)NC1(C(=O)O)CCCC1 is entered as CendR NRP1 mod = 2; eLon inh = 2; SUMO1 PPI mod = 1; Scp-1 inhibitor = -1; TbMetRS inhib = -0.4; bovine MsrA act = 0; MsrA inh = -0.3; STEP block = 0; LMPTP inh = -2.8; DNMT1 inh = 0

# Continued:
SMILES,CendR NRP1 mod,eLon inh,SUMO1 PPI mod,Scp-1 inhibitor,TbMetRS inhib,bovine MsrA act,MsrA inh,STEP block,LMPTP inh,DNMT1 inh
Cc1c(NC(=O)C(C#N)=C2CCCCC2)c(=O)n(-c2ccccc2)n1C,0,-2,9,2,-1.3,-2,0.3,-3,-0.4,-1
COc1cccc(-n2c(SCC(=O)N3CCCCC3)nc3c([nH]c4ccccc43)c2=O)c1,2,-3,-1,-12,-0.3,-1,-0.8,-2,1.7,40
CCOc1ccc(C(=O)NCC(=O)NNC(=O)c2ccco2)cc1OCC,3,9,-5,3,-0.2,-2,-0.3,-2,0.5,1
CC(C)[C@H](N)c1cn([C@@H](CC(N)=O)C(=O)N2CCNCC2)nn1,12,-4,3,-3,-0.1,-3,0.0,-2,-8.1,10
Cc1ccc(S(=O)(=O)n2cc(-c3ccccc3)c(N)n2)cc1,4,15*,-7,-6,-0.5,-3,0.5,-1,2.0,-20
Cc1ccc(C)c(-c2cc(C(=O)NNC(=S)NCC(C)C)c3ccccc3n2)c1,18,-8,20,-5,0.8,2,0.9,1,0.4,-3
C=CCC[C@@H](CCCCC)OC(=O)/C=C/[C@H](O)[C@@H](O)C[C@H](O)CC=C,-9,-3,7,x,-0.9,-6,0.8,x,0.0,x
CCC(C)c1c(N)n(S(=O)(=O)c2ccc(C)cc2)oc1=O (stereo not drawn),-1,-15,-9,-5,-0.1,1,0.3,3,-0.1,-2
COc1cc(C(=O)NCc2ccccc2)cc(Br)c1OC,21*,2,-2,3,-0.7,10*,0.3,-1,-0.6,-3
COc1cc(OC)c(-n2c(C)cc(C=O)c2C)cc1Cl,-1,2,1,-4,0.6,2,0.2,0,-0.5,-4

# A few values from the list:
# COc1cccc(-n2c(SCC(=O)N3CCCCC3)nc3c([nH]c4ccccc43)c2=O)c1 | STEP block: -2
# CCC(C)c1c(N)n(S(=O)(=O)c2ccc(C)cc2)oc1=O (stereo not drawn) | bovine MsrA act: 1

# Assay outcomes (PubChem)
